# Compound activity: PubChem BioAssay, several laboratories
# MC4R barr agon: MC4R agonists recruiting beta-arrestin, primary screen, cell-based, luminescence, agonist arm of biased-ligand search. Melanocortin receptor 4 (Homo sapiens), P32245. activation, % at 8.9 µM. hit rate 0.98% among 360,000. U2OS MC4R beta-arrestin complementation; percent of melanotan II response, DMSO zero;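 active = activation above a per-plate cutoff, the mean activation of sample wells on that plate plus 3 SD, cut at about 8% in these data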
# Target sequence (P32245 whole entry, looked up): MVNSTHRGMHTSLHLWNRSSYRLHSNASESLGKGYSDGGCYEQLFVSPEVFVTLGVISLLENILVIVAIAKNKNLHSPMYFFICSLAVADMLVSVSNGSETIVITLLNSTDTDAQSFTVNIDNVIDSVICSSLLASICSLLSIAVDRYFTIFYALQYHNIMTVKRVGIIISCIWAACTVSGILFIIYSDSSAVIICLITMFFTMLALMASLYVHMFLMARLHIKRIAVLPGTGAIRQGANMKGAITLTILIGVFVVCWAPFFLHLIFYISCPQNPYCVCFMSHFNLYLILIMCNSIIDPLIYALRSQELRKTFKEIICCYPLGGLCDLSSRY
# Cardio protect: cardioprotection against H2O2-induced cell death, primary screen, uHTS, H9c2 cells, ATPLite luminescence; AID 588492, 2011; H9c2 cardiomyocytes, H2O2 injury protection, 2 h; protection from H2O2 cell death, % at 20 µM; hit rate 0.63% among 360,000;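 active = compounds giving at least 50% protection of heart cells from peroxide-induced death in the single-dose screen, raw or plate-pattern-corrected value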;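 also: 0% = DMSO wells with peroxide and 100% = DMSO wells without peroxide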
# N-glyco inh: increase of ERlucT glycosylation luciferase signal, primary screen, N-linked glycosylation inhibitor project, D54 ERlucT cells, luminescence, set 2; D54 ERlucT glycosylation luciferase reporter, 24 h; percent of 100 nM tunicamycin response; reporter increase, % at 12.5 µM; hit rate 0.23% among 360,000;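 active = mean luciferase reporter signal, scaled so untreated is 0 and the glycosylation-blocking control 100, at or above a set limit in every replicate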;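 also: luciferase carries N-glycosylation sites so blocking glycosylation raises the light; 0% = median of neutral control wells and 100% = median of 100 nM tunicamycin wells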
# HTR2A ag: mouse Htr2a agonists via beta-arrestin recruitment, primary screen, cell-based, luminescence; hit rate 0.66% among 360,000; CHO-K1 mHTR2A beta-arrestin complementation; percent of 30 µM serotonin response; AID 624169, 2012; activation, % at 7.6 µM;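 active = activation above a run cutoff, the mean activation of all tested compounds plus 3 SD, cut at about 14% in these data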;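 also: 0% = plate median of compound wells and 100% = 30 µM serotonin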
# ABHD5-PLIN5 inh: ABHD5-PLIN5 interaction inhibitors, primary screen, cell lysate, split luciferase complementation, luminescence. Perilipin-5 (Homo sapiens) + 1-acylglycerol-3-phosphate O-acyltransferase ABHD5 (Homo …. Split G. princeps luciferase complementation, 4 h. inhibition, % at 4 µM. hit rate 0.78% among 360,000. AID 602281, 2012;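 active = inhibition above the mean inhibition across every tested compound plus 3 SD, cut at about 22% in these data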;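 also: 0% = DMSO only wells and the 100% control is not disclosed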
# ABCB6 inh 2: ABCB6 transporter inhibitors, primary screen, K562-ABCB6 cells, flow cytometry, MLPCN library. ATP-binding cassette sub-family B member 6 (Homo sapiens), Q9NP58. K562-ABCB6 porphyrin accumulation, 1 h; active compounds read low. fluorescence ratio to DMSO, % at 10 µM. hit rate 0.19% among 360,000;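 active = fluorescence ratio to DMSO below 75%, the collection mean minus 3 SD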;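 also: signal is porphyrin accumulated inside mitochondria; 100% equals median channel fluorescence of DMSO control wells; lower ratio means ABCB6 inhibition with less porphyrin fluorescence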
# TLR9-MyD88 inh: inhibitors of TLR9-MyD88 association in cells, primary screen, cell-based, CHO, BLA complementation, fluorescence; Toll-like receptor 9 (Homo sapiens) + Myeloid differentiation primary response protein …; hit rate 0.21% among 340,000; inhibition, % at 4.98 µM; CCF4 FRET ratio;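 active = inhibition above the mean over all tested compounds plus 3 SD, cut at about 21% in these data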;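 also: 0% = DMSO only wells and 100% = clavulanate BLA inhibitor control wells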
# NOD2-RIPK2 inh: NOD2-RIPK2 binding disruptors in cells, primary screen, fluorescence, CHO cells, BLA complementation. Receptor-interacting serine/threonine-protein kinase 2 (Homo sapiens), O43353. inhibition, % at 4.98 µM. CCF4 ratio. hit rate 0.38% among 360,000. AID 624267, 2012; in the data active = inhibition above about 21%;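 also: 0% = vehicle only and 100% = reference blocker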
# Target sequence (O43353 whole entry, looked up): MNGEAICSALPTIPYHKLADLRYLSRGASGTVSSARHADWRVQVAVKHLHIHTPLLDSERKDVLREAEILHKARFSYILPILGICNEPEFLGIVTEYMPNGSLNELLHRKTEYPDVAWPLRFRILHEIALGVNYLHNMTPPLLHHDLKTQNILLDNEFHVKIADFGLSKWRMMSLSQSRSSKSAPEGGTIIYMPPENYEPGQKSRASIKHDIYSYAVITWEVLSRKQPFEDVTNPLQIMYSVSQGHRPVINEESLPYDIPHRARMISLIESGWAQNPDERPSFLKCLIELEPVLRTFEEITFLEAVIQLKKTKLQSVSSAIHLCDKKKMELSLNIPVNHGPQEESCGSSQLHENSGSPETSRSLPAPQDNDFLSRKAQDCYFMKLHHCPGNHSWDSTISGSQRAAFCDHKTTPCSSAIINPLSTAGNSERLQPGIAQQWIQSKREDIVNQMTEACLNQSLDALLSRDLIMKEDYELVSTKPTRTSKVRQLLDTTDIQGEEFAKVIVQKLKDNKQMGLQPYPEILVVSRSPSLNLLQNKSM
# MC4R antagonist: MC4R antagonists of cAMP signaling, primary screen, cell-based, TR-FRET, antagonist arm of biased-ligand search | hit rate 0.48% among 360,000 | Melanocortin receptor 4 (Homo sapiens), P32245 | MC4R-expressing cells, MTII-stimulated cAMP, LANCE TR-FRET | inhibition, % at 6.5 µM;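 active = inhibition above its plate's cutoff, the mean of tested wells on that plate plus 3 SD, cut at about 29% in these data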;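 also: 0% = Melanotan II alone and 100% = Melanotan II plus saturating MCL0020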
#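 Material: U2OS-MC4R stable cell line | Reagent: Melanotan II challenge after compound preincubation | Doses: One concentration, 6.5 µM nominal | Incubation: 30-min compound preincubation, 1-h Melanotan II challenge, 1-h detection, room temperature | Signal: TR-FRET cAMP assay | Replicates: One well per compound, no replicates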
# SRC2 inh: inhibition of GAL4-SRC2 driven luciferase reporter, primary screen, SRC2 inhibitor project, cell-based, luminescence; HEK293 GAL4-SRC2 luciferase reporter; Nuclear receptor coactivator 2 (Homo sapiens), Q15596; hit rate 0.17% among 370,000; inhibition, % at 9 µM;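 active = inhibition above the mean inhibition of all tested compounds plus 3 SD, set per campaign, cut at about 52% in these data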;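 also: 0% = DMSO treated cells and 100% = cells given Gossypol at 36 µM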
# An asterisk follows results filed as active; . = no result given. This is a subset; rates above refer to the full screens.
SMILES,MC4R barr agon,Cardio protect,N-glyco inh,HTR2A ag,ABHD5-PLIN5 inh,ABCB6 inh 2,TLR9-MyD88 inh,NOD2-RIPK2 inh,MC4R antagonist,SRC2 inh
COc1ccc(C(=O)COC(=O)c2ccccc2O)c(OC)c1,-1.1,-13,-2,5,12,103,-8,-6,-3,-51
Cc1cn(-c2ccc(Br)cc2)[nH]c1=O,-0.7,-10,1,1,-6,101,5,-9,-3,-16
Cn1cccc1Cc1nnc(SCC(=O)N2CCCc3ccccc32)n1-c1ccc(F)cc1,-1.6,13,0,4,-1,107,-6,-1,7,0
COc1ccc(-c2n[nH]c(=S)n2N)c(OC)c1,0.9,6,2,3,2,99,-4,-7,-1,-20
O=C(COC(=O)c1ccc(S(=O)(=O)NCc2ccco2)cc1)NCc1ccc(F)cc1,-0.1,-10,3,-2,4,98,-4,-24,9,20
COc1ccc(C(C)(O)c2nc(-c3ccncc3)cs2)cc1 (stereo not given),-0.8,-22,18,-3,4,100,.,-3,-10,11
CCC(C)(C)n1nnnc1C(c1ccc(O)c(OC)c1)N1CCc2ccccc2C1 (stereo not given),0.6,21,-1,6,10,94,8,-7,27,-7
CC(C)Oc1cccc(C(=O)C2CCCN(C(=O)c3noc4c3CCCC4)C2)c1 (stereo not given),0.5,-8,0,2,-3,99,-4,2,14,21
Cc1cc(/C=N/n2cnnc2)c(C)n1-c1ccc2c(c1)OCO2,-0.3,-8,2,-1,9,103,-13,-1,5,-2
CCCCCNC(=O)c1cc(S(=O)(=O)N2CCCC2)ccc1F,-1.2,2,1,13,2,101,3,-1,3,6
O=C(NCCN1CCOCC1)C(=O)NCC1OCCN1S(=O)(=O)c1ccccc1 (stereo not given),-4.0,0,4,7,13,102,2,-6,6,-9
CC(CC(C)C(=O)Nc1ccccc1C(C)(C)C)C(=O)O (stereo not given),-0.8,6,2,-6,2,94,0,-4,0,-29
O=C(C1CCCN(Cc2ccccc2F)C1)N1CCCCC1 (stereo not given),-1.2,1,1,-4,-7,97,-8,0,16,-6
Cc1ccc(-c2cc(=O)[nH]c3ccccc23)cc1,0.8,-12,-6,-2,0,92,3,1,-3,-31
C[C@H]1CN([C@@H](C)CO)C(=O)CCCn2nncc2CO[C@@H]1CN(C)Cc1ccccc1,0.6,9,1,3,0,98,2,-2,8,-10
COc1ccc(NC(=O)C2CCN(c3nnnn3-c3ccccc3)CC2)cc1,-1.4,-6,2,-1,5,97,0,1,5,7
COc1ccc(OC)c(C(=O)CSc2nnc(-c3cccnc3)n2C)c1,0.3,-3,4,12,5,108,-5,1,12,27
C=CCNC(=S)NNC(=O)Cn1c(-c2ccccc2)cc(=O)n2ncnc12,-0.5,6,-1,2,-6,96,7,-5,7,-7
COCCC(=O)N1CCC(Oc2ccc(C(=O)NCc3ccon3)cc2)CC1,-0.9,0,1,-4,-3,101,-12,1,14,-13
Cc1ccc(-c2cc(C(=O)NCCCN3CCOCC3)c3ccc(Cl)c(C)c3n2)cc1,-1.6,4,-6,-2,15,94,-10,-3,3,-5
O=C(O)c1ccccc1,0.1,-4,-1,1,-2,100,4,-1,-1,10
Cc1cc2oc(C(=O)Nc3ccc(S(=O)(=O)Nc4ncccn4)cc3)cc(=O)c2cc1Cl,-2.3,-2,1,0,-3,106,3,-2,2,-10
CNc1c([N+](=O)[O-])cnn1-c1ccccc1F,-2.2,-11,-1,-4,3,100,.,9,-1,-11
CCOc1cccc(=O)c2c(C)n(CC3CCCO3)c(C)c12 (stereo not given),-3.3,5,1,-4,4,101,1,1,-4,-34
CCCCn1nnc(NC(=S)NC(=O)c2cccs2)n1,-2.5,2,-1,-3,-12,100,6,-6,1,-25
CCOCC(=O)Nc1nnc(COC)s1,-0.2,20,2,3,0,98,8,0,9,-2
CC(=O)Oc1cccc(NC(=O)c2cccc(C(=O)Nc3cccc(OC(C)=O)c3)c2)c1,0.9,15,-1,1,-3,105,-9,3,11,1
COc1cc(Cl)c(C)cc1NC(=O)c1ccccc1NC(=O)CN1CCN(c2ccccn2)CC1,1.1,23,-13,-6,-4,97,-4,-7,14,13
Cn1c(=O)n(C)c2cc([N+](=O)[O-])c(N3CCN(C(=O)c4ccc(F)cc4)CC3)cc21,-2.5,-14,3,2,3,98,-3,-11,12,-20
O=C(C[C@H]1C/C=C\CC[C@H](Cc2ccc(F)cc2)C(=O)OC[C@@H](Cc2c[nH]c3ccccc23)NC1=O)NCCO,-1.8,-2,1,-3,5,95,5,-4,1,-3
CC(=O)Nc1cccc(NC(=O)COC(=O)C2CC3CCCC(C2)C3=O)c1 (stereo not given),-0.9,-3,.,-4,-3,102,-9,-4,5,-14
COCc1cc(C)nc(SCC(=O)Nc2ccccc2C)c1C#N,-0.7,1,1,2,1,92,1,-2,-2,-10
Cc1cc(=O)[nH]c(SCC(=O)N2CCC(Cc3ccccc3)CC2)n1,-1.9,-6,1,-4,0,94,0,5,-1,11
O=C(O)c1ccc(-n2nnc3ccccc32)c([N+](=O)[O-])c1,-1.8,8,1,3,9,99,11,0,6,-4
Cc1ccsc1C(=O)N1CCN(S(=O)(=O)c2cccs2)CC1,-3.3,2,-3,6,5,96,0,-12,10,11
COc1cc(CN2CCN(S(=O)(=O)c3ccc(NC(C)=O)cc3)CC2)cc(OC)c1O,-2.4,-4,-1,6,12,100,0,-6,-6,.

# 3 of the entries above in order of their number in ABCB6 inh 2, low to high.
structure,ABCB6 inh 2
O=C(C[C@H]1C/C=C\CC[C@H](Cc2ccc(F)cc2)C(=O)OC[C@@H](Cc2c[nH]c3ccccc23)NC1=O)NCCO,95
COc1cc(Cl)c(C)cc1NC(=O)c1ccccc1NC(=O)CN1CCN(c2ccccn2)CC1,97
CCCCn1nnc(NC(=S)NC(=O)c2cccs2)n1,100

# Next part.
SMILES,MC4R barr agon,Cardio protect,N-glyco inh,HTR2A ag,ABHD5-PLIN5 inh,ABCB6 inh 2,TLR9-MyD88 inh,NOD2-RIPK2 inh,MC4R antagonist,SRC2 inh
CCCC(=O)NC(c1ccc(OC)c(OC)c1)c1cc(Cl)c2cccnc2c1O (stereo not given),-0.2,28,-10,-2,-6,96,3,-7,12,-1
Cc1ccc2[nH]cc(C(=O)CN3CCN(c4ccccc4F)CC3)c2c1,3.4,-5,2,-6,2,99,-8,1,-7,-5
CCOCCn1c(SCc2ccc(F)cc2)nc2c1c(=O)[nH]c(=O)n2C,-0.6,10,2,-10,-10,101,3,-1,-7,-4
O=C(CN1C(=O)COc2ccc(S(=O)(=O)N3CCCCC3)cc21)NCc1ccccc1Cl,-3.2,0,-2,2,2,99,-8,-6,2,-4
CCOc1ccc(CC(=NCCc2ccccc2)C2=C(O)CC(C)(C)CC2=O)cc1OCC,-1.0,0,-5,5,-10,90,-4,-3,-4,8
CN(C)c1ccc(N=Nc2nc3ccccc3n2C)cc1,-7.0,-22,-15,-9,34*,99,1,-3,-19,14
CC(C)=C1C2CCC1C1C(=O)N(c3nc(-c4ccccc4)c(C)s3)C(=O)C21 (stereo not given),-0.9,-3,2,0,-5,107,-7,-1,5,-4
CCCc1nc(Cl)c(C#N)c2c1CCCC2,3.0,-2,-6,0,-1,103,-5,-21,23,8
CCC(c1nc2ccccc2[nH]1)n1c(=O)c(-c2cccs2)nc2ccccc21 (stereo not given),.,.,.,-6,8,.,.,-13,.,-8
CCC(CO)Nc1ncnc2onc(-c3ccc(F)cc3)c12 (stereo not given),-1.2,0,-1,4,-3,87,8,0,5,-20
COc1ccc(NS(=O)(=O)c2cc3c4c(c2)CCN4C(=O)CC3)c(OC)c1,-1.6,-4,1,-2,1,98,-4,-2,19,-10
CCOc1ccc(/C=C/C(=O)NC2CCCCC2)cc1,3.2,-5,0,0,2,98,13,1,2,-20
CC1=C(C(=O)N(C(C)C)C(C)C)CC(CC(=O)NCCN2CCOCC2)C(=O)N1CCCN1CCCC1=O (stereo not given),.,2,-2,5,3,95,.,-15,.,12
COc1ccc(C(=O)/C=C/Nc2cc(C)ccn2)cc1,2.5,-18,-19,-3,-4,105,-3,-5,15,-34
CC1(C)OC(=O)C(=NNc2ccccc2C(=O)O)C(=O)O1,-0.7,-3,1,1,3,96,-2,4,18,2
Cn1cc(CCC(=O)N2CCCC(CCC(=O)NCc3ccccc3F)C2)cn1 (stereo not given),2.1,5,-1,3,5,102,-3,-11,-4,-16
O=C(N/N=C/c1cn(-c2ccccc2)nc1-c1cc2ccccc2o1)c1ccncc1,0.2,31,1,-1,5,89,-64,-7,20,-18
CC(=O)C(Cc1cccc(F)c1)(Cc1cccc(F)c1)C(C)=O,1.8,-4,-1,-9,4,94,-20,-5,2,8
COc1cc(/C=N/Nc2ccnc(=O)[nH]2)ccc1O,-1.9,1,0,-2,0,99,-12,-8,-11,-18
OC1c2cc(Cl)cc(Cl)c2N=C2CCCN21 (stereo not given),0.1,0,1,-1,-1,90,.,1,2,-14
CN(C1CCCCC1)S(=O)(=O)c1cccc(C(=O)Nc2ccccn2)c1,-1.3,1,0,5,1,98,1,-2,6,-12
Cc1ccc(CN=c2c([N+](=O)[O-])nn(-c3cccc(Cl)c3)n2O)cc1,-1.2,5,1,5,1,93,2,6,2,-29
O=c1cc(Cl)[nH]c(=O)n1Cc1ccc(F)cc1,-2.3,3,1,9,-10,98,-4,-4,12,-7
Nc1ccc2nn(-c3ccc(Cl)cc3)nc2c1,-4.9,-15,-13,-3,2,101,8,10,19,-32
Cc1ccc(C)c(S(=O)(=O)NCCOc2nc(NC(C)C)nc(NC(C)C)n2)c1,-0.7,3,2,-3,4,102,-16,2,-3,-6
COc1ccc(C(=O)OCC(=O)c2ccc3[nH]c(=O)[nH]c3c2)c(OC)c1OC,-1.7,-3,1,0,11,98,1,-4,3,-4
Cc1cc(=O)n(C(NC(=O)c2ccccc2)C(=O)c2ccccc2)cn1 (stereo not given),-1.4,14,-2,8,11,95,-7,-19,-6,-25
COc1ccc(-n2c(SC)nc(O)cc2=O)cc1,-2.1,-3,0,-2,-7,98,-1,0,4,31
Cc1c(C)n2c(SCC(=O)NC3CCCC3)nnc2[nH]c1=O,-0.3,1,0,-4,-7,95,5,-15,8,-4
O=C(/C=C/c1ccccc1)NCCc1c[nH]c2ccccc12,0.1,3,2,-1,-11,100,-3,0,-2,-30
